West Nile antiviral – inhibition of WNV-induced cytopathic effect – cell-based, CPE readout (AID 1621); West Nile virus-infected cells, CPE inhibition; higher % means a stronger effect; CPE inhibition, % at 10 µM, or IC50 in µM where a hit was titrated; actives 0.02% (n = 290,000); in the data active means a potency from the dose series; inconclusive means CPE inhibition mostly from about 3.7% at the one dose, without a potency; inactive means the rest, 99 in 100 with CPE inhibition below about 2.2%; further: strong numbers were not always called active
Insulin prom up – MIN6 insulin promoter up-regulation | MIN6 insulin promoter-GFP reporter, high-content imaging; hits give high values | z-score at 5 µM | actives 0.3% (n = 190,000) | AID 1625;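 active means z-score above 3 at 5 µM with at least 500 cells counted in the well; inconclusive means wells under 500 cells, flagged as cytotoxic or low count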
WT yeast gro inh – growth inhibition of WT yeast, mitochondrial fusion screen; mitochondrial fusion phenotypic screen, WT strain; inhibition, % at 10 µM; actives 2.1% (n = 190,000); in the data active means inhibition above about 58%; tested in S. cerevisiae
Myeloid diff 2 – compounds promoting myeloid differentiation; calls only at 10 µM; actives 1% (n = 360,000); ER-HoxA9 myeloid progenitors, lysozyme-GFP differentiation, flow cytometry;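 active means normalized GFP-positive differentiation at or above the plate's own cutoff, the solvent-only control mean plus 3 SD; inconclusive means no clear call, values can overlap the other calls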;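 further: cells exposed to compound for four days before flow analysis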
T cell modulator – T cell immune modulators affecting CD8 T cell-vesicle binding; 2C CD8+ T cell-vesicle binding, flow cytometry; hits give low values; calls only at 7 µM; actives 0.068% (n = 330,000); AID 2052;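 active means response, share of CD8 T cells binding vesicles, and their 90th percentile fluorescence all below set limits, cut at about 80% in these data, passing the limit was not always enough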
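Assay system: 2C TCR transgenic mouse naive CD8+ T cells, MACS-purified | Read-out: CD8+ gate FL2 mean fluorescence as % of same-row positive control | Signal: High-throughput flow cytometry with anti-B7-1 and anti-CD8 staining | Timing: Binding step 1.5 h, 37 °C, antibody labelling 20 min, ice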
MT stabilize HCS – stabilizes microtubules in HeLa cells. % tubulin-high responders, % at 10 µM. AID 2205. HeLa tubulin immunostaining HCS, 24 h; share of cells brighter than vehicle mean+2SD. actives 0.83% (n = 200,000);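 active means plate Z-score above 3 for both tubulin-high and condensed-nucleus cell shares, with cell loss under 80%, at 10 µM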;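 further: anti alpha tubulin signal scored within the nucleus-defined area of each cell; some results filed as inactive read as strong as hits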
Autophagy mod – autophagy modulation, high-content screen; MEF GFP-LC3 puncta imaging; test concentration mostly 10 µM; calls only at 10 µM (by protocol); actives 0.98% (n = 190,000);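 active means percentage of spot-positive cells more than 3 SD above its plate mean, without a fluorescence outlier flag or 80% toxicity; inconclusive means no clear call, values can overlap the other calls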;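 further: spot-positive cell cutoff set from DMSO-treated cells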
Lipid droplet – modulators of hepatic lipid droplet formation; actives 0.4% (n = 240,000); AID 1656; inhibition, % at 6.5 µM; AML12 mouse hepatocytes, oleate lipid droplets, BODIPY imaging;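 active means lipid droplet intensity inhibited by at least 50%, with more than 500 cells counted; inconclusive means wells with under 300 cells, treated as cytotoxic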
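Technique: fluorescence imaging, 20x objective, two fields per well / Assay system: AML12 hepatocytes (mouse) / Measure: % inhibition of lipid droplet signal / Doses: 6.5 µM single-point dosing / Incubation: overnight exposure / Reagent: 100 µM oleic acid challenge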
bCat nuc transl – modulators of beta-catenin nuclear translocation. HeLa beta-catenin nuclear translocation, immunofluorescence imaging. nuclear translocation activity, % at 5 µM. actives 0.3% (n = 190,000);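 active means nuclear translocation activity above 50% at 5 µM, with a well cell count of 50 or more; inconclusive means wells under 50 cells across six images, flagged as toxic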;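 further: per-cell ratio of nuclear to cytoplasmic median beta-catenin stain intensity; plate controls were DMSO negative control for no effect and GSK-3 inhibitor IX positive control for full effect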
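Technique: fluorescence imaging of beta-catenin antibody stain plus DAPI / Material: human HeLa cell line / Incubation: compound treatment 24 h, 37°C, 5% CO2 / Read-out basis: % activation of per-cell nuclear versus cytoplasmic median beta-catenin signal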
WT yeast gro inh mutant strain – also measured in WT yeast gro inh; calls as there; inhibition, %; mitochondrial fusion phenotypic screen, mutant strain inhibition
Insulin prom up cell count – further read-out of Insulin prom up, marked with its call; cell count; measured here: cytotoxicity, nuclei count;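 total cells summed across four imaged fields per well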
Lipid droplet cells 6.5 µM – second read-out of Lipid droplet, no call of its own (marks repeat the call); cell count; measured here: cell count, cytotoxicity flag;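 cells counted across two imaged fields per well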
bCat nuc transl cell count 5 µM – further read-out of bCat nuc transl, marked with its call; cell count; measured here: cell count, cytotoxicity flag
T cell modulator vesicle-bound % – recorded beside T cell modulator, whose call it bears; double positive events, %; measured here: CD8+ vesicle-bound cell fraction;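 binding gate set so that unloaded-vesicle control wells show 10% double positive cells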
MT stabilize HCS Hoechst-high % – also measured in MT stabilize HCS; calls as there; % Hoechst-high responders; measured here: nuclear condensation Hoechst responders;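 share of cells brighter than vehicle mean plus two SD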
MT stabilize HCS cytotoxicity % – further read-out of MT stabilize HCS, marked with its call; toxicity, %; measured here: cytotoxicity by cell density;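 0% = mean cell density of plate MIN control wells and 100% = no cells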
Autophagy mod cell loss 18 h – recorded beside Autophagy mod, whose call it bears; toxicity, %; measured here: cell loss, nuclei count;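 cell loss after 18 h compound exposure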
Myeloid diff 2 GFP+ MAC1+ % – further read-out of Myeloid diff 2, marked with its call; GFP+ MAC1+ double positive, %; measured here: differentiation confirmed by MAC1 staining
Starred values were filed as active, the others as inactive; i = inactive; ? = inconclusive; . = no result given. An unsorted share of the library; 3.9% or so of the library scored in one or more.

cpd	compound	West Nile antiviral	Insulin prom up	Insulin prom up cell count	WT yeast gro inh	WT yeast gro inh mutant strain	Myeloid diff 2	Myeloid diff 2 GFP+ MAC1+ %	T cell modulator	T cell modulator vesicle-bound %	MT stabilize HCS	MT stabilize HCS Hoechst-high %	MT stabilize HCS cytotoxicity %	Autophagy mod	Autophagy mod cell loss 18 h	Lipid droplet	Lipid droplet cells 6.5 µM	bCat nuc transl	bCat nuc transl cell count 5 µM
1	CCN(CC)CCCNC(=O)Cn1nc([N+](=O)[O-])c(Cl)c1C	1.1%	.	.	-6	-4	i	0.3	i	60	2.8	2.0	7.0	i	3	-10	685	-0.5	1112
2	COc1ccc(Nc2cc(C(=O)NCCCN3CCN(C)CC3)c3ccccc3n2)cc1	0.6%	-1	1282	16	8	i	0.9	i	35	5.8	2.4	9.5	i	7	.	.	0.0	1472
3	O=C(Nc1cccc(-c2cnc3ccccc3n2)c1)c1ccc(Cl)cc1	-0.3%	0.22	1605	9	-5	i	1.2	i	29	2.0	1.1	5.4	i	12	.	.	-3.4	1374
4	Cc1nnc(SCSc2nnc(C)s2)s1	0.3%	-0.32	1312	17	14	i	1.4	i	54	4.1	1.2	3.0	i	23	.	.	-7.7	1044
5	CCOC(=O)C1=C(OCc2ccc(Cl)cc2)C2C=C(C)C=CC2N=C1 (stereo not drawn)	-0.8%	-0.23	939	19	13	i	0.4	i	45	1.4	1.8	3.8	i	-12	5	772	.	.
6	CCn1cc2nc(SCC(=O)Nc3ccc(OC)c(OC)c3)n(Cc3ccc(OC)cc3)c(=O)c2n1	-0.4%	.	.	.	.	i	3.5	i	31	.	.	.	.	.	-24	790	.	.
7	O=C1c2ccccc2-c2nccnc21	0.4%	1.1	1446	-1	-16	i	1.2	i	20	2.2	1.4	7.1	i	12	.	.	-1.4	964
8	COC(=O)C(CO)NC(=O)C1CCCN1C(=O)CNC(=O)OCc1ccccc1 (stereo not drawn)	-0.3%	.	.	.	.	i	0.5	i	26	.	.	.	.	.	-1	863	.	.

(continued)
cpd	compound	West Nile antiviral	Insulin prom up	Insulin prom up cell count	WT yeast gro inh	WT yeast gro inh mutant strain	Myeloid diff 2	Myeloid diff 2 GFP+ MAC1+ %	T cell modulator	T cell modulator vesicle-bound %	MT stabilize HCS	MT stabilize HCS Hoechst-high %	MT stabilize HCS cytotoxicity %	Autophagy mod	Autophagy mod cell loss 18 h	Lipid droplet	Lipid droplet cells 6.5 µM	bCat nuc transl	bCat nuc transl cell count 5 µM
9	CC(=O)c1c(C)[nH]c(C(=O)COc2cc(C)ccc2C(C)C)c1C	-0.6%	.	.	4	-12	i	1.6	i	14	3.7	2.8	14	i	33	4	791	.	.
10	O=C(NCc1ccc2c(c1)OCO2)C(=O)NCC1OCCN1S(=O)(=O)c1ccc(F)cc1 (stereo not drawn)	-0.9%	.	.	.	.	?	.	i	19	.	.	.	.	.	5	872	.	.
11	COc1cc(NC(=S)N2CCN(c3ccccn3)CC2)cc(OC)c1	-0.4%	-0.31	1509	2	12	i	0.6	i	53	3.8	1.9	4.4	i	-5	-10	692	-1.1	1063
12	COc1ccc(C(=O)Oc2ccc(F)cc2C(=O)/C=C/c2ccc(OC)c(OC)c2)cc1	.	-0.13	1287	-8	-3	i	0.7	i	46	8.4	4.9	21	i	7	-10	687	-0.3	950
13	CS(=O)(=O)NNC(=O)CN1C(=O)C2C3C=CC(C3)C2C1=O (stereo not drawn)	0.4%	-0.23	1320	-16	3	i	0.4	i	43	2.1	2.1	2.2	i	-5	-2	656	0.8	1093
14	COc1cc(NC(=O)c2cc3ccccc3o2)c(OC)cc1Cl	1.3%	-0.03	975	5	-8	i	0.7	i	41	2.1	2.1	9.3	i	3	.	.	3.6	1058
15	COCCSc1ccccc1C(=O)N1CCC(Cc2ccccc2)CC1	-1.2%	0.09	1600	1	3	i	0.5	i	4	6.0	2.0	6.1	i	18	-12	663	-2.0	943
16	Nc1cccc(S(=O)(=O)Nc2ccc(Br)cc2)c1	-0.5%	-0.23	1047	.	.	i	0.1	i	58	.	.	.	.	.	23	698	0.4	1342

(more compounds)
cpd	compound	West Nile antiviral	Insulin prom up	Insulin prom up cell count	WT yeast gro inh	WT yeast gro inh mutant strain	Myeloid diff 2	Myeloid diff 2 GFP+ MAC1+ %	T cell modulator	T cell modulator vesicle-bound %	MT stabilize HCS	MT stabilize HCS Hoechst-high %	MT stabilize HCS cytotoxicity %	Autophagy mod	Autophagy mod cell loss 18 h	Lipid droplet	Lipid droplet cells 6.5 µM	bCat nuc transl	bCat nuc transl cell count 5 µM
17	Cc1csc(NC(=O)CCC(=O)N(CC(=O)NC2CCCCC2)c2ccccc2)n1	-0.5%	.	.	.	.	i	0.2	i	32	.	.	.	.	.	-12	783	.	.
18	Cc1cc(C)nc(NS(=O)(=O)c2ccc(NS(=O)(=O)c3ccccc3)cc2)n1	0.1%	.	.	-10	-3	i	6.7	i	46	1.9	2.1	14	i	10	2	769	.	.
19	Cn1c(Cc2ccccc2)nnc1SCC(=O)Nc1cccc(S(=O)(=O)NC2=NCCCCC2)c1	-0.6%	-0.4	1296	-5	9	i	0.3	i	28	5.8	1.8	7.2	i	7	-5	683	-0.2	1021
20	CCc1c(C)nc(SCC(=O)N2CCN(c3ccccc3OC)CC2)[nH]c1=O	-0.3%	0.56	1208	-11	3	i	0.3	i	64	3.1	1.8	11	i	-3	24	690	0.5	1101
21	Cc1ccc(C2=CC(c3cccs3)n3nnnc3N2)cc1 (stereo not drawn)	.	-0.16	1360	12	5	i	1.5	i	27	3.1	1.7	9.4	i	16	.	.	3.0	1392
22	CCOC(=O)N1CCN(C(=O)c2cc3cc(OC)c(OC)cc3[nH]2)CC1	0.0%	.	.	.	.	i	0.4	i	14	.	.	.	.	.	-1	846	.	.
23	CC(C)CC(C(=O)O)C(C)CC(=O)Nc1ccn(-c2ccccc2)n1 (stereo not drawn)	0.2%	.	.	7	5	i	1.1	i	41	2.5	1.3	3.7	i	2	-14	756	-0.1	1198
24	Cc1nc2nc(SCC(=O)NCCCN3CCCCC3)nn2c(C)c1Cc1ccccc1	-0.3%	.	.	.	.	i	1.1	i	16	.	.	.	.	.	-37	726	.	.

Three compounds from above, sorted by their value in MT stabilize HCS Hoechst-high %, lowest first:
nr	Compound	MT stabilize HCS Hoechst-high %
23	CC(C)CC(C(=O)O)C(C)CC(=O)Nc1ccn(-c2ccccc2)n1 (stereo not drawn)	1.3
21	Cc1ccc(C2=CC(c3cccs3)n3nnnc3N2)cc1 (stereo not drawn)	1.7
20	CCc1c(C)nc(SCC(=O)N2CCN(c3ccccc3OC)CC2)[nH]c1=O	1.8

(cont.)
cpd	compound	West Nile antiviral	Insulin prom up	Insulin prom up cell count	WT yeast gro inh	WT yeast gro inh mutant strain	Myeloid diff 2	Myeloid diff 2 GFP+ MAC1+ %	T cell modulator	T cell modulator vesicle-bound %	MT stabilize HCS	MT stabilize HCS Hoechst-high %	MT stabilize HCS cytotoxicity %	Autophagy mod	Autophagy mod cell loss 18 h	Lipid droplet	Lipid droplet cells 6.5 µM	bCat nuc transl	bCat nuc transl cell count 5 µM
25	Cc1n[nH]c(=O)c2c1nnn2Cc1ccc(F)cc1	-1.1%	.	.	.	.	i	0.3	i	12	.	.	.	.	.	1	868	.	.
26	CCN(C(=O)COC(=O)c1cc(S(=O)(=O)N2CCOCC2)c(Cl)cc1Cl)C1CCS(=O)(=O)C1 (stereo not drawn)	0.2%	.	.	5	-11	i	0.3	i	43	0.6	2.0	5.2	i	-5	-1	708	-1.1	1059
27	Cc1ccn2c(NC(=O)c3ccco3)c(-c3ccccc3)nc2c1	-0.4%	.	.	-6	0	i	6.2	i	37	3.6	1.8	6.7	i	-10	-36	634	-2.0	542
28	O=c1ccc2cc(S(=O)(=O)N3CCN(c4cc(Cl)ccc4Cl)CC3)ccc2o1	-0.5%	-0.01	797	47	34	i	5.2	i	25	1.3	1.1	6.8	i	34	-3	715	.	.
29	CC(C)C(C)NC(=O)COc1ccc(S(=O)(=O)N2CCOCC2)cc1Cl (stereo not drawn)	-0.1%	0.9	1163	0	-2	i	0.5	i	35	0.4	1.5	23	i	-13	-8	718	-1.4	1011
30	C=CCNc1cnn(-c2ccc(C)cc2)c(=O)c1Sc1ccc(C)cc1	-0.3%	-1.2	1514	18	23	i	0.9	i	28	1.5	2.9	11	i	-9	-6	664	3.4	883
31	N#Cc1ccccc1CSCCNC(=O)Cc1c(F)cccc1Cl	-0.1%	.	.	.	.	i	0.7	i	34	.	.	.	.	.	1	819	.	.
32	COc1ccc(CC(=O)Nc2cccc(C)n2)cc1OC	-0.6%	-0.21	1196	-2	-6	i	0.3	i	31	4.5	3.1	6.2	i	-7	0	689	-0.9	563
33	O=C(O)CCN1C(=O)/C(=C\c2cccc(Oc3ccccc3)c2)SC1=S	0.2%	.	.	.	.	i	0.5	i	54	.	.	.	.	.	-1	411	.	.
34	CCCCNC(=O)C1Cc2cc(S(=O)(=O)N3CCCC3)ccc2N1C(C)=O (stereo not drawn)	0.0%	.	.	.	.	i	1.7	i	11	.	.	.	.	.	-21	691	.	.
35	COc1ccccc1N(CN1C(=O)c2ccccc2C1=O)C(=O)c1cccnc1	0.1%	0.99	1161	-3	-2	i	6.7	i	41	3.6	1.9	5.9	i	5	.	.	4.6	690

Screens from PubChem.
